Screening results deposited in PubChem BioAssay by several laboratories.
MrgX1 ag: human MrgX1 receptor agonism, primary screen. Q96LB2. MrgX1-HEK293 cells, Fluo-4 calcium fluorescence, agonist mode; active compounds read high. B-score at 10 µM. 310,000 tested, 0.44% active. AID 588627;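 active means calcium response B-score plate-corrected fluorescence ratio at least 3 library SD, with starting fluorescence B-score inside 5 SD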
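Test system: HEK293 cells stably expressing human MrgX1 receptor; Input: fifteen thousand cells per well; Dosing: compound delivered in addition one of three; Schedule: overnight seeding, then 1 h dark dye loading; Technique: Fluo-4 NW calcium fluorescence; Measure: B-scored fluorescence response ratio; Controls: positive and negative controls per plate.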
TRPC4 inh: inhibitors of mouse TRPC4 channel | 300,000 tested, 0.39% active | B-score at 10 µM | HEK293 TRPC4beta/mu-opioid, DAMGO-evoked Fluo4 calcium flux; active compounds read low;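 active means B-score over 3 SD under the library average, no early fluorescence shift, positive overall ratio signal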
Target sequence (Q9QUQ5 whole entry, looked up): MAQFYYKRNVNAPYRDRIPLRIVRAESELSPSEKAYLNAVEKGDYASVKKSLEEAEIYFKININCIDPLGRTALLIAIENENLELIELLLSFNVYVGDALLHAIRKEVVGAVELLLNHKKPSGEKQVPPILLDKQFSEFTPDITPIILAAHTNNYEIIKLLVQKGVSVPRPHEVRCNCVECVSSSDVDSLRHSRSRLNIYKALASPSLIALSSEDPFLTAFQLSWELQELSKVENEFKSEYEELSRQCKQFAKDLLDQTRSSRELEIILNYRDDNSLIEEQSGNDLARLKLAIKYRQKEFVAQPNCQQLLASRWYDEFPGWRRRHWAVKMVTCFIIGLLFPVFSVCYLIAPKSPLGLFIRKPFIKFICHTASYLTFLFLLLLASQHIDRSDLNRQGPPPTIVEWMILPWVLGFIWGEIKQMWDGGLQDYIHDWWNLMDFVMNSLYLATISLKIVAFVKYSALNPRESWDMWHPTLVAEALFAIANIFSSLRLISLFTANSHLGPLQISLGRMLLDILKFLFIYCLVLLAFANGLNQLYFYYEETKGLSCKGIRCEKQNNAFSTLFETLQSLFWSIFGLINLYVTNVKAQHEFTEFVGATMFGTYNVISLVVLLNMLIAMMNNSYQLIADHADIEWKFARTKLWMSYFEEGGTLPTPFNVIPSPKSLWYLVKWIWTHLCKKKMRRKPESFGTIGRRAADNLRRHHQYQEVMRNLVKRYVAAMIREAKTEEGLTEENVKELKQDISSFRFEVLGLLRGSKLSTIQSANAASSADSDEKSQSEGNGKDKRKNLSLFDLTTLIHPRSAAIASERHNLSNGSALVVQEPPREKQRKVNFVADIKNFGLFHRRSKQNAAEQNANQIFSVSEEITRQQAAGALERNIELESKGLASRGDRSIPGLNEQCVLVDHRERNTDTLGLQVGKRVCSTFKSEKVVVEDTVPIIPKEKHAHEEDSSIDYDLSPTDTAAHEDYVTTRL
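Test system – stable TRPC4beta/mu-opioid receptor HEK293 cells · Probe or stimulus – DAMGO, a submaximal dose followed by a maximal one · Dosing – one concentration per compound · Signal – Fluo4 calcium fluorescence by kinetic imaging, 5 s 1 Hz baseline · Evaluation – per-well B score of integrated baseline-normalized Fluo4 ratio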
TRPC6 activator: activators of mouse TRPC6 channel; Q61143; HEK293-TRPC6 membrane potential dye fluorescence; active compounds read high; B-score at 10 µM; 310,000 tested, 0.13% active; AID 2550;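 active means B-score of the integrated fluorescence ratio above library mean plus 3 SD, and starting fluorescence ratio within library mean plus 5 SD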;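 further: higher score means more depolarization so channel activation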
SKKanGAS inh: inhibitors of SKKanGAS S. pyogenes growth in kanamycin (SK-promoter or general growth effect); 300,000 tested, 1.3% active; BacTiter-Glo, 6 h; inhibition, % at 7.5 µM; AID 1662;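 active means mean replicate score, as percent of positive control median, at least 50; inconclusive means mean below 50 but one replicate at or above 50; inactive means mean and every replicate below 50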;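 further: strain carries kanamycin resistance gene driven by streptokinase promoter and grows in 40 µg/ml kanamycin; loss of luminescence reflects streptokinase promoter inhibition or plain growth inhibition; 0% = median of DMSO wells and 100% = positive control at its reference dose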
MrgX1 antag: blocks BAM8-22 activation of human MrgX1 receptor. AID 588676. B-score at 10 µM. 310,000 tested, 1.3% active. MRGX1-HEK293 calcium flux, Fluo-4, BAM8-22 antagonism; active compounds read low;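 active means calcium-response B-score plate-corrected more than 3 library SD below zero, starting fluorescence within 5 deviations, no agonist response on first addition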;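 further: peak minus trough fluorescence over baseline after final BAM8-22 challenge near maximal dose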
RGS4 block: inhibitors of human RGS4 | AID 463165 | 310,000 tested, 0.45% active | HEK293 M3R/RGS4 inducible, Fluo-4 calcium flux; active compounds read high; triggered by carbachol at its EC20 | P49798 | B-score at 10 µM;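 active means B-score, a plate-corrected calcium signal, over three deviations above library mean, with baseline fluorescence within five deviations of library mean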;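 further: RGS4 expression induced by doxycycline in cells with stable M3 receptor; B-score is computed from the integrated fluorescence ratio over baseline after carbachol; higher B-score means a larger calcium signal and so more RGS4 inhibition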
MrgX1 PAM: allosterically activates human MrgX1 receptor signaling; Q96LB2; MrgX1-HEK293, Fluo-4 calcium flux, FDSS; active compounds read high; B-score at 10 µM; 310,000 tested, 0.63% active;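 active means plate-corrected calcium response at least 3 library SD above typical, normal starting fluorescence, not activating the receptor alone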;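 further: compound read alongside a low EC10 to EC30 dose of BAM8-22 agonist; peak minus trough fluorescence over baseline measured at the second addition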
RGS4 pot: potentiators or activators of RGS4; B-score at 10 µM; HEK293 M3R/inducible RGS4, carbachol calcium flux Fluo4; active compounds read low; 310,000 tested, 0.92% active; AID 463111;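 active means B-score of the integrated calcium signal more than 4 SD below the library mean, with starting fluorescence not abnormally high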;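 further: negative B-score means reduced calcium response which marks RGS4 activation or potentiation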
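System: HEK293 FlpIn-TREx cells, stable M3R, doxycycline-inducible RGS4. Timing: overnight RGS4 induction, 30 min dye load 37 °C, 20 min compound RT. Also added: carbachol, ECmax concentration. Measured by: Fluo4 fluorescence kinetic imaging of calcium. Evaluation: integrated calcium ratio converted to B score.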
TRPC6 inh: mouse TRPC6 channel inhibition; Q61143; B-score at 10 µM; 310,000 tested, 1.1% active; HEK293-TRPC6, membrane potential dye, ACh-evoked depolarization; active compounds read low;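 active means B-score under library mean minus 3 SD, initial fluorescence not abnormally high, positive integrated signal ratio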;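 further: B-score derived from integrated fluorescence ratio over the kinetic read; more negative B-score means stronger inhibition of depolarization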
Platelet DG rel: modulates dense granule release in human platelets. human platelet-rich plasma, SFLLRN dense granule ATP release, luminescence. inhibition, %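 (compounds screened at 7.5 µM in platelet-rich plasma)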. 300,000 tested, 0.22% active;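 active means mean replicate score, as percent of positive control, at or above 50; inconclusive means mean below 50 but at least one replicate at or above 50; inactive means mean and every replicate below 50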
HIF activator: HIF pathway transcriptional activation; 300,000 tested, 0.32% active; activation, % at 7.5 µM (by protocol); AID 1910; U2OS HRE-luciferase reporter, luminescence; normalized: DMSO 0%, desferrioxamine 100%;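 active means mean activation of at least 10% of the iron chelator positive control signal, with at least half of replicates also reaching 10%; inconclusive means mean and replicate majority disagree about reaching 10%; inactive means mean and most replicates under 10%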
* marks the source's active call; other numbers are inactive results; i = inactive; ? = inconclusive; nt = not tested or not shown.

SMILES | MrgX1 ag | TRPC4 inh | TRPC6 activator | SKKanGAS inh | MrgX1 antag | RGS4 block | MrgX1 PAM | RGS4 pot | TRPC6 inh | Platelet DG rel | HIF activator
CC(Sc1nc2ccccc2c(=O)[nH]1)C(=O)O (configuration not stated) | i | i | i | -3 | i | i | i | i | i | 2 | 0.2
Cc1ccc(C)c(S(=O)(=O)N2CCN(C(=O)c3ccnn3C)CC2)c1 | i | i | i | -7 | i | i | i | i | i | -32 | -0.3
CN(CC(=O)Nc1ccccc1N1CCOCC1)S(=O)(=O)c1ccc(Cl)cc1 | i | i | i | 11 | i | i | i | i | i | -2 | -1.0
CCOC(=O)n1c(=O)n(Cc2ccccc2C)c2ccccc21 | i | i | i | 6 | i | i | i | i | i | 18 | 0.3
CCCCC(=O)Nc1ccc(C(=O)NNC(=O)c2ccco2)cc1 | i | i | i | -7 | i | i | i | i | i | 10 | 0.0
O=C(CSCC(=O)N1CCOCC1)Nc1nc(-c2ccccc2)cs1 | i | i | i | -10 | i | i | i | i | i | -1 | 0.5
COCCN(CCOc1cc(C)cc(C)c1)Cc1ccc(Cl)cc1 | i | i | i | 4 | i | i | i | i | i | -1 | 0.7
CCOC(=O)c1c(N)nn(C(=O)CC)c1-c1ccccc1 | i | i | i | -4 | i | i | i | i | i | -2 | -0.6
O=C(Cc1ccccc1)Nc1cccc(N2C(=O)C=CC2=O)c1 | i | i | i | 11 | i | 7.5* | i | i | i | 11 | -3.9
Clc1ccc(Nc2ncn[nH]2)cc1 | i | i | i | -3 | i | i | i | i | i | 2 | -0.1
CCOC(=O)C1=C(C)Nc2nc3ccccc3n2C1c1cccs1 (configuration not stated) | i | i | i | -3 | i | i | i | i | i | -2 | 0.5
CSc1nnc(N2C(=O)C(O)=C(C(=O)c3ccco3)C2c2ccccc2F)s1 (configuration not stated) | i | i | i | -1 | i | i | i | i | i | -13 | 0.0
CC(C)(C)c1ccc(Oc2ccc(N)cc2)cc1 | i | i | i | 8 | i | i | i | i | i | -7 | -6.4
NC(=O)CSc1nnc(-c2ccc3c(c2)OCO3)o1 | i | i | i | 2 | i | i | i | i | i | -6 | 1.2
COc1ccc(C2=NOC(COc3ccc4c(C)cc(=O)oc4c3)C2)c(OC)c1 (configuration not stated) | i | i | i | 1 | i | i | i | i | i | 3 | -0.4
Fc1cccc(Cl)c1CSc1nnc(COc2cccc3cccnc23)o1 | i | i | i | 8 | i | i | i | i | i | -8 | -0.2
Cc1cc(O)c(-c2cc(C(=O)NCCc3ccc(S(N)(=O)=O)cc3)[nH]n2)cc1C | i | i | i | 26 | i | i | i | i | i | -2 | 0.2
O=C(Nc1nc(-c2cc(Cl)sc2Cl)cs1)c1ccccc1 | i | i | i | 22 | i | i | i | i | i | 5 | 0.8
Cc1nc2sccn2c(=O)c1S(=O)(=O)Nc1ccc(N2CCN(C(=O)C(C)C)CC2)cc1 | i | i | i | 2 | i | i | i | i | i | 0 | 0.2
Cc1sc2nc(CSCC(=O)Nc3c(Cl)cccc3Cl)[nH]c(=O)c2c1C | i | i | i | 7 | i | i | i | i | i | -13 | -0.4
CC(=O)Nc1cccc(NC(=O)CSc2nnnn2Cc2ccccc2)c1 | i | i | i | -18 | i | i | i | i | i | 2 | 0.4
CC(C)C(=O)Nc1nc2c(ncn2C2CC(O)C(CO)O2)c(=O)[nH]1 (configuration not stated) | i | i | i | 2 | i | i | i | i | i | 2 | -0.1
CCCCn1c(N)c(N(CC)C(=O)c2ccccc2F)c(=O)[nH]c1=O | i | i | i | -4 | i | i | i | i | i | 2 | 0.2
CC1=CC(C)C2C(=O)N(c3ccccc3)C(=O)C2C1 (configuration not stated) | i | i | i | -2 | i | i | i | i | i | -7 | 0.4
CCC(C(=O)NC1CCCC1)N(Cc1ccco1)C(=O)Cn1nnc(-c2ccc(C)cc2)n1 (configuration not stated) | i | i | i | -7 | i | i | i | i | i | -6 | -0.3
CCCCCN(C(=O)NC(=O)Nc1ccc(C)cc1C)S(C)(=O)=O | i | nt | i | 9 | i | i | i | i | i | -1 | 0.8
CCC(C(=O)NC1CCCC1)N(C(=O)Cn1nnc(-c2ccc(C)o2)n1)c1ccc(OC)cc1 (configuration not stated) | i | i | i | 1 | i | i | i | i | i | 9 | 0.0
O=C(Nc1cccnc1)c1cc2nc(C3CC3)cc(C(F)(F)F)n2n1 | i | i | i | -10 | i | i | i | i | i | -6 | 0.8
CCOc1ccc(/C=N/NC(=O)c2nnn(-c3nonc3N)c2COc2ccc(F)cc2)cc1 | i | i | i | -9 | i | i | i | i | i | -18 | -0.4
COc1ccc2nc(NC(=S)NC(=O)c3ccco3)sc2c1 | i | i | i | 6 | i | i | i | i | i | 10 | 1.7
CS(=O)(=O)N1CCN(c2cnn(-c3ccccc3)c(=O)c2Cl)CC1 | i | i | i | -6 | i | i | i | i | i | 0 | 0.5
Cc1cc(C(=O)CCl)c(C)n1CCc1ccc(Cl)cc1 | i | i | i | -21 | i | i | i | i | i | -2 | 0.4
C/C(=N\OCC(=O)Nc1ccccc1Br)c1cccs1 | i | i | i | 10 | i | i | i | i | i | -8 | 0.3
COc1cccc(CNC(=O)CN2CCC(c3nc4ccc(C)cc4[nH]3)CC2)c1 | i | i | i | -5 | i | i | i | i | i | 0 | -1.2
O=C(CN(c1ccccc1Cl)S(=O)(=O)c1ccccc1)N/N=C/c1ccccc1C(=O)O | i | i | i | 8 | i | i | i | i | i | 5 | 0.4
CC(C)CNS(=O)(=O)c1ccc(CCC(=O)O)cc1 | i | i | i | -2 | i | i | i | i | i | 3 | 0.9
CC(C)=CCC/C(C)=C/C(N)=O | i | i | i | 1 | i | i | i | i | i | 5 | -0.3
O=C(CCSCc1ccccc1F)NCc1ccc(F)cc1 | i | i | i | -9 | i | i | i | i | i | -3 | 0.1
Cc1nc(SCC(=O)N2CCC(Cc3ccccc3)CC2)[nH]c(=O)c1C | i | i | i | -14 | i | i | i | i | i | 0 | 0.1
CSc1ncccc1C(=O)OCc1ccccc1Cl | i | i | i | nt | i | i | i | i | i | 0 | 1.0
O=C(O)C1CSC2c3ccccc3C(=O)N12 (configuration not stated) | i | i | i | -1 | i | i | i | i | i | -3 | -0.6
Cc1ccc(S(=O)(=O)NCc2nc3ccccc3[nH]2)cc1 | i | i | i | -5 | i | i | i | i | i | -9 | 0.2
Cc1sc2c(c1C)C(=O)/C(=C\Nc1ccccn1)S(=O)(=O)N2C | i | i | i | 0 | i | i | i | i | i | -1 | 0.2
O=C(CSC1=NCCS1)NCc1ccco1 | i | i | i | 0 | i | i | i | i | i | 7 | -0.3
C(=C\c1ccccc1)/CNn1cnnc1 | i | i | i | -2 | i | i | i | i | i | 9 | -0.3
O=C(NCCCn1ccnc1)c1cc2ccccc2oc1=O | i | i | i | 13 | i | i | i | i | i | 4 | 0.1
Cc1ccc(C(=O)CSc2nc(C)cc(=O)[nH]2)cc1 | i | i | i | -4 | i | i | i | i | i | 4 | 0.6
NC(=O)c1cc(C(=O)c2ccccc2Cl)c[nH]1 | i | i | i | 2 | i | i | i | i | i | -4 | 0.3
CCn1cc(/C=N\NC(=O)Cc2ccc(Cl)cc2)cn1 | i | i | i | -4 | i | i | i | i | i | -13 | 0.1
O=C(O)CCc1ccc(-c2cccs2)n1-c1ccc(C(=O)O)cc1 | i | i | i | 10 | -4.7* | i | i | i | i | 6 | -0.3
COC(=O)c1ccc(NC(=O)C2CC(=O)OC2c2ccccc2)cc1 (configuration not stated) | i | i | i | 2 | i | i | i | i | i | 1 | -0.4
CCCCSc1n[nH]c(N)n1 | i | i | i | 2 | i | i | i | i | i | 3 | -0.4
Nc1nonc1C(=O)NCCNC(=O)c1cccc(Cl)c1 | i | i | i | -1 | i | i | i | i | i | 12 | 0.0
CC(=O)Nc1ccc(S(=O)(=O)N2CCN(S(=O)(=O)N3CCCCC3)CC2)cc1 | i | i | i | -15 | i | i | i | i | i | 4 | -0.2
CC(=O)Oc1ccc(-c2nc3c(C)cccc3c(=O)o2)cc1 | i | i | i | 3 | i | i | i | i | i | -3 | 0.5
Cc1cc(OC(C)C(=O)NNC(=O)Nc2ccc(F)cc2F)cc(C)c1Cl (configuration not stated) | i | i | i | 10 | i | i | i | i | i | 2 | ?
O=C(COC(=O)c1cccnc1Cl)c1ccc(OC(F)F)cc1 | i | i | i | 3 | i | i | i | i | i | 1 | -0.6
COc1ccc(CN2C(=NC(=O)c3ccccc3)SC3CS(=O)(=O)CC32)cc1OC (configuration not stated) | i | i | i | -6 | i | i | i | i | i | 0 | -1.0
CCC1C(=O)CC(c2ccccc2)NC1c1ccccc1 (configuration not stated) | i | i | i | 18 | i | i | i | i | i | 4 | -0.2
NC(=O)COC(=O)/C=C/c1ccc(S(=O)(=O)N2CCCCCC2)cc1 | i | i | i | -1 | i | i | i | i | i | 1 | -0.1

The results go on.
SMILES | MrgX1 ag | TRPC4 inh | TRPC6 activator | SKKanGAS inh | MrgX1 antag | RGS4 block | MrgX1 PAM | RGS4 pot | TRPC6 inh | Platelet DG rel | HIF activator
COc1ccc(-c2nnc(SCc3c(C)noc3C)n2N)cc1OC | i | i | i | 6 | i | i | i | i | i | 19 | 0.0
COc1ccc(OCCCC(=O)OC(C)C(=O)Nc2ccc(NC(C)=O)cc2)cc1 (configuration not stated) | i | i | i | 0 | i | i | i | i | i | 57* | -0.3
N/C(=N\N=C\c1ccc(O)cc1)c1nonc1N | i | i | i | 4 | i | i | i | i | i | 65* | 2.4
Cc1cc(OCC(=O)NCCCN2CCOCC2)c2c(C)c(C)c(=O)oc2c1 | i | i | i | 2 | i | i | i | i | i | -2 | -0.5
